mHTT CaM bind – mutant huntingtin-calmodulin interaction inhibitors – biochemical, AlphaScreen, primary screen; P42858; AlphaScreen His-mHTT/GST-CaM binding, luminescence; inhibition, % at 15 µM; hit rate 3.6% among 190,000;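 further: 0% = both proteins with DMSO and 100% = one protein alone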
Pf apPOL block – Pf-apPOL inhibitors, biochemical, fluorescence; Recombinant Pf-apPOL, molecular beacon fluorescence, 1.5 h; Plasmodium falciparum apicoplast DNA polymerase (apPOL); inhibition, % at 10 µM; hit rate 0.25% among 210,000; AID 1794808, 2022
Numbers without * were called inactive; . = not tested or not shown; & = joins results of further samples. No stated cut-off is given here; in the data, active means inhibition above about 50%; inactive means the rest.

Screens in order: mHTT CaM bind	Pf apPOL block
#1 COc1ccc(OC)c(NS(=O)(=O)c2ccc(OC)c(Br)c2)c1
→ 2.6	-7.6
#2 COc1ccc2cc([C@H](C)C(=O)O)ccc2c1
→ .	3.9
#3 N#CCCN1C(=O)C2(OCCO2)C2CCCCC21 (stereo not drawn)
→ .	1.1
#4 COc1cc(OCc2ccccc2)ccc1CN1CCC(C(=O)c2ccc(F)cc2)CC1
→ .	-15.0
#5 COc1ccc(C(=O)Nc2ccccc2)cc1NC(=O)c1ccc([N+](=O)[O-])cc1
→ 6.8	-6.1
#6 O=C(Nc1ccccc1F)N1CC2CCCN2c2ccccc21 (stereo not drawn)
→ 23.6	-3.5
#7 O=C(NCC1CCCN1S(=O)(=O)c1ccccc1)C(=O)Nc1ccc(F)cc1F (stereo not drawn)
→ -17.0	-0.7
#8 CCC(=O)Nc1ccc(S(=O)(=O)Nc2ncccn2)cc1
→ -0.6	-1.8
#9 O=S(=O)(Oc1cccc2[nH]ccc12)c1ccc(Cl)cc1Cl
→ .	-2.1&-5.5
#10 COc1cc2c(cc1OC)C(COc1ccc(F)cc1)N(C(=O)c1cccc(F)c1)CC2 (stereo not drawn)
→ 76.0*	-1.4
#11 Cc1cc(C)n2nc(SCc3ccc([N+](=O)[O-])cc3)nc2n1
→ -4.0	47.3
#12 CNC(=O)C(=O)NCCN1CCN(C(=O)c2ccc([N+](=O)[O-])cc2)CC1
→ -2.5	-6.4
#13 O=S1(=O)c2ccc(Br)cc2OC[C@@H](Cc2ccccc2)N1Cc1cn(Cc2ccccc2)nn1
→ -0.7	-3.7
#14 Cc1nc2c(C(=O)c3ccccc3)sc(Nc3ccccc3C)c2c(=O)[nH]1
→ 14.0	-0.9
#15 CCN(CC)S(=O)(=O)N1CCC(C(=O)NC2CCCc3ccccc32)CC1 (stereo not drawn)
→ -13.0	-6.8
#16 CC1(C(=O)NC2CCCC2)CCC(=O)N1Cc1cccc(Br)c1 (stereo not drawn)
→ -12.6	0.3
#17 Cc1cc(=O)n2[nH]c(C(F)(F)F)c(-c3ccccc3)c2n1
→ .	4.5
#18 O=C(c1nc2ccccc2s1)N(Cc1cccnc1)c1nc2c(F)cc(F)cc2s1
→ -17.7	-3.1
#19 O=C(c1cnccn1)N1CCCCC1c1nncn1Cc1ccccc1 (stereo not drawn)
→ -5.2	-5.7
#20 CC(=O)NC(Cc1cc([N+](=O)[O-])c(O)c([N+](=O)[O-])c1)C(=O)O (stereo not drawn)
→ .	41.0
#21 CCc1c2c(nc3sc(C(=O)NCC4CCCO4)c(N)c13)CC(C)(C)CC2=O (stereo not drawn)
→ 20.8	-5.2
#22 Cc1cc(C)nc(NC(=O)Nc2cccc(Cl)c2)c1
→ 1.4	-5.3
#23 CNC(=O)NN=C(N)c1ccccn1
→ .	0.2
#24 Cc1cc(C2CCCN2Cc2cn(C(C)C)c3ccccc23)on1 (stereo not drawn)
→ 25.0	4.9
#25 Cc1ccc2ccc(C(Nc3ccccn3)c3ccsc3)c(O)c2n1 (stereo not drawn)
→ 75.6*	-4.4
#26 O=C(O)c1ccc2c(c1)C(=O)N(CCCc1nc3ccccc3[nH]1)C2=O
→ -6.0	-1.2
#27 Cc1ccccc1-n1nc2c(c1NC(=O)c1ccc(C)c([N+](=O)[O-])c1)CS(=O)(=O)C2
→ 9.0	-2.5
#28 CC1=NN(c2cc(C)nc(-c3ccccc3O)n2)C(=O)C1
→ 56.2*	-12.3
#29 O=C(CCc1c[nH]c2ccccc12)N1CCC(Nc2cccnc2)C1 (stereo not drawn)
→ 25.3	0.2
#30 Cc1ccc(NC(=O)CN2C(=O)CSC(C)C2=O)cc1Cl (stereo not drawn)
→ -20.9	-2.9
#31 O=C1CSC(c2cccc(Cl)c2Cl)N1c1ccccc1 (stereo not drawn)
→ -7.0	-0.9
#32 O=C(NCCOc1ccc(F)cc1)C(=O)Nc1ccon1
→ -14.8	-2.5
#33 O=C(NCCCN1CCCC1=O)c1ccc(N2CCNC(c3ccccc3)C2)nc1 (stereo not drawn)
→ -2.5	-0.9
#34 Nc1cc(=O)[nH]c(SCc2ccc([N+](=O)[O-])cc2)n1
→ 14.9	-2.3
#35 Cc1ccc(C(C)C)c(OCC(O)CNCCO)c1 (stereo not drawn)
→ 1.3	-5.4
#36 CC(=O)c1cccc(NC(=O)C2CCCN(C(=O)c3ccccc3F)C2)c1 (stereo not drawn)
→ 29.5	-2.9
#37 Cc1cccc(-n2cnc3cc(C(=O)NCc4ccco4)ccc32)c1
→ 8.0	28.3
#38 CC(C)c1ccccc1NC(=O)c1ccc([N+](=O)[O-])cc1Cl
→ 36.7	-4.0
#39 O=C(Nc1c2c(nn1-c1ccc(Cl)cc1)CS(=O)(=O)C2)C1CCCC1
→ 3.0	-1.2
#40 CCc1nc(C2CCCN(C(=O)c3ccc4ncccc4c3)C2)n[nH]1 (stereo not drawn)
→ 4.5	6.5
#41 CC1CCN(C(=O)c2cnn3c(C(F)(F)F)cc(-c4ccco4)nc23)CC1
→ 5.0	0.7
#42 O=C(Cc1cccc(F)c1)Nc1nnc(C2CC(=O)N(c3ccc(F)cc3)C2)o1 (stereo not drawn)
→ 73.9*	-3.2
#43 CC1=NN(c2cc(Cl)ccc2Cl)C(=O)/C1=C/c1cccn1-c1ccc(S(N)(=O)=O)cc1
→ 63.0*	0.2
#44 Cc1c(NCc2ccccc2)c(=O)n(-c2ccccc2)n1C
→ 5.6	-5.7
#45 CCC(CC)C(=O)N1CCC(COc2ccccc2C(=O)N2CCOCC2)CC1
→ -8.2	0.7
#46 CCOc1ccccc1NC(=O)CCS(=O)(=O)c1cccc2nsnc12
→ 9.0	-1.7
#47 O=C(NCC(O)c1cccc2ccccc12)c1ccc2c(c1)OCO2 (stereo not drawn)
→ -14.9	-6.7
#48 Cc1ccccc1NC(=O)c1cccc(S(=O)(=O)NCc2ccccc2)c1
→ -9.2	6.9
#49 O=C(Nc1ccc(N2CCN(C(=O)Nc3ccccc3)CC2)cc1)C1CC1
→ -2.6	1.4
#50 O=C1C2CCCN2C(c2ccccc2)N1c1ccc(Cl)cc1 (stereo not drawn)
→ -2.1	3.5
#51 CCn1cc(C2=CCN(C(=O)Nc3ccc(C)c(C)c3)CC2)c2cccnc21
→ 36.2	-1.9
#52 COc1ccc(Cl)cc1S(=O)(=O)N1CCN(C)CC1
→ -2.1	-3.5
#53 O=C1OC(c2ccc(F)cc2)=N/C1=C\c1ccccc1F
→ 5.0	-1.3
#54 CCOc1ccc(N2CN=C3SCC(=O)N3C2)cc1
→ 7.0	0.5
#55 CC1CN(C(=O)C2CCCCC2)CC(C)O1 (stereo not drawn)
→ -0.2	4.2
#56 Cc1csc(C(=O)NCC(=O)NNC(=O)c2cccc(Cl)c2)c1
→ .	-13.3
#57 COc1cccc2cc(C(=O)Nc3nccs3)c(=Nc3cccc(C)c3)oc12
→ -4.0	-4.3
#58 CNC(=O)C1CN(C(=O)Cc2ccccc2C)CC12CCCC2 (stereo not drawn)
→ 2.8	5.5
#59 Cc1cc(-c2nnc(-c3ccccc3)o2)ccc1[N+](=O)[O-]
→ -0.8	-8.7
#60 O=C(Nc1ccc(Cl)c(Cl)c1)c1cnn2c1NC(c1ccccc1)CC2C(F)(F)F (stereo not drawn)
→ 0.0	-5.0

Part of the list above in a different format.
25) Cc1ccc2ccc(C(Nc3ccccn3)c3ccsc3)c(O)c2n1 (stereo not drawn)
49) O=C(Nc1ccc(N2CCN(C(=O)Nc3ccccc3)CC2)cc1)C1CC1
9) O=S(=O)(Oc1cccc2[nH]ccc12)c1ccc(Cl)cc1Cl

assay / compound	25	49	9
mHTT CaM bind	75.6*	-2.6	.
Pf apPOL block	-4.4	1.4	-2.1&-5.5

Further records
Screens in order: mHTT CaM bind	Pf apPOL block
#61 CC1=NN2C(=N)/C(=C/c3cn(Cc4cccc(C)c4)c4ccccc34)C(=O)N=C2S1
→ -4.0	-1.9
#62 CCOc1cc(C(=O)NCc2cccs2)cc(OCC)c1OCC
→ 0.2	-2.4
#63 Cc1ccc(C(C)C)c(OCC(O)CNC2CCCC2)c1 (stereo not drawn)
→ 5.0	-14.2
#64 Cc1[nH]n(-c2c(Cl)cc(C(F)(F)F)cc2Cl)c(=O)c1N=Nc1ccccc1
→ .	-7.0
#65 COc1ccccc1Nc1ncc(C(=O)n2ccnc2)c2ccccc12
→ -30.0	-2.9
#66 Cc1ccc(S(=O)(=O)c2nc(-c3ccco3)oc2SCC(C)C)cc1
→ 4.0	-5.3
#67 CC1CCN(CN2C(=O)C3(OCC(CO)([N+](=O)[O-])CO3)c3ccccc32)CC1 (stereo not drawn)
→ 3.0	-6.9
#68 CC(=O)Nc1nc(CSCc2n[nH]c(=O)[nH]2)cs1
→ -4.0	.
#69 CC(C)(C)C(=O)N1CCC(c2cc(N)on2)CC1
→ -9.8	2.5
#70 O=C1CN(S(=O)(=O)CCOc2ccccc2)CC(=O)N1CCc1ccccc1
→ -3.2	-13.5
#71 O=C(C1CCCO1)N1CCC(OCc2nc(-c3cnccn3)no2)CC1 (stereo not drawn)
→ -3.9	0.6
#72 Cc1cccc(N2CCN(C(=O)c3cccnc3)CC2)c1C
→ -4.5	4.1
#73 C=CCNC(=O)C1CC(=O)N(c2ccc(OCC(=O)Nc3ccc(F)cc3)cc2)C1 (stereo not drawn)
→ -16.4	1.3
#74 O=C(Nc1cccn2ncnc12)c1ccc(Cl)s1
→ -1.1	-0.2
#75 Cc1cc(Oc2nc3cc(Cl)ccc3s2)c2cc(Cl)ccc2n1
→ .	-2.1
#76 CCc1nnc2c(Oc3ccc(OC)cc3)nc3ccccc3n12
→ -2.9	3.1
#77 O=C(O)C1CCN(c2nc(-c3cccc([N+](=O)[O-])c3)cs2)CC1
→ 7.6	-3.4
#78 Cc1ccc(-n2ncc3c(Nc4ccc(Br)cc4)ncnc32)cc1
→ -10.0	-3.1
#79 CC(=O)N1CCC(N2CCN(c3ccccc3F)CC2)CC1
→ -0.2	-4.2
#80 O=C(CCc1ccccc1)N1CCc2nc3cc(-c4ccccc4)[nH]n3c(=O)c2C1
→ -2.2	-3.5
#81 CS(=O)(=O)c1ccccc1NC(=O)C1CCCN(S(C)(=O)=O)C1 (stereo not drawn)
→ -3.9	-4.9
#82 COc1ccc(CN2CCN(c3ccccc3C)CC2)c(OC)c1OC
→ -1.3	-8.1
#83 COc1ccccc1C(=O)NCCCN(C)C
→ -0.8	-0.9
#84 CCC(=O)Nc1cccc(-c2noc(C3CCCN(C(=O)c4ccccc4Cl)C3)n2)c1 (stereo not drawn)
→ 0.6	-8.9
#85 OC1CCN(Cc2cccc(Oc3ccccc3)c2)CC1
→ 0.6	-8.5
#86 O=S(=O)(NCCC1CCCC1)c1cccc2c(S(=O)(=O)NCCC3CCCC3)cccc12
→ -5.3	.
#87 CCN1C2=C(C(=O)CCC2)C(c2ccc(O)cc2)C2=C1CCCC2=O
→ -3.5	-4.8
#88 CC12CCC(c3nnc(SCC(=O)Nc4cccc(C(F)(F)F)c4)nc31)C2(C)C (stereo not drawn)
→ -1.0	-10.6
#89 O=C(c1cnccn1)N1CCCC(c2nc(-c3ccc(F)cc3)n[nH]2)C1 (stereo not drawn)
→ -0.5	3.9
#90 NC(=O)c1cnn2cc(-c3[nH]ncc3[N+](=O)[O-])cnc12
→ 1.0	.
#91 COc1ccc(CN2CCN(c3ccc([N+](=O)[O-])cc3)CC2)cc1C
→ 46.4	-3.5
#92 CCn1cc(CCNC(=O)Nc2ccc(OC)cc2)c2cccnc21
→ -6.0	-0.6
#93 CCc1ccccc1NC(=O)N1CCC(c2cc(N)on2)CC1
→ 2.3	-1.5
#94 COc1cccc(NC(=O)CN2CCC(c3nc(-c4cccc(C)c4)no3)CC2)c1
→ 1.1	-1.4
#95 Cc1ccc(C(=O)NCc2c(C)nc3sc(C)nn23)c(C)c1
→ -6.0	0.9
#96 Cc1sc2cc(C(=O)N3CCCC3)[nH]c2c1CN1CCCCC1
→ -8.4	3.3

Entries from the list above with fluorine:
Screens in order: mHTT CaM bind	Pf apPOL block
#4 COc1cc(OCc2ccccc2)ccc1CN1CCC(C(=O)c2ccc(F)cc2)CC1
→ .	-15.0
#6 O=C(Nc1ccccc1F)N1CC2CCCN2c2ccccc21 (stereo not drawn)
→ 23.6	-3.5
#7 O=C(NCC1CCCN1S(=O)(=O)c1ccccc1)C(=O)Nc1ccc(F)cc1F (stereo not drawn)
→ -17.0	-0.7
#10 COc1cc2c(cc1OC)C(COc1ccc(F)cc1)N(C(=O)c1cccc(F)c1)CC2 (stereo not drawn)
→ 76.0*	-1.4
#17 Cc1cc(=O)n2[nH]c(C(F)(F)F)c(-c3ccccc3)c2n1
→ .	4.5
#18 O=C(c1nc2ccccc2s1)N(Cc1cccnc1)c1nc2c(F)cc(F)cc2s1
→ -17.7	-3.1
#32 O=C(NCCOc1ccc(F)cc1)C(=O)Nc1ccon1
→ -14.8	-2.5
#36 CC(=O)c1cccc(NC(=O)C2CCCN(C(=O)c3ccccc3F)C2)c1 (stereo not drawn)
→ 29.5	-2.9
#41 CC1CCN(C(=O)c2cnn3c(C(F)(F)F)cc(-c4ccco4)nc23)CC1
→ 5.0	0.7
#42 O=C(Cc1cccc(F)c1)Nc1nnc(C2CC(=O)N(c3ccc(F)cc3)C2)o1 (stereo not drawn)
→ 73.9*	-3.2
#53 O=C1OC(c2ccc(F)cc2)=N/C1=C\c1ccccc1F
→ 5.0	-1.3
#60 O=C(Nc1ccc(Cl)c(Cl)c1)c1cnn2c1NC(c1ccccc1)CC2C(F)(F)F (stereo not drawn)
→ 0.0	-5.0
#64 Cc1[nH]n(-c2c(Cl)cc(C(F)(F)F)cc2Cl)c(=O)c1N=Nc1ccccc1
→ .	-7.0
#73 C=CCNC(=O)C1CC(=O)N(c2ccc(OCC(=O)Nc3ccc(F)cc3)cc2)C1 (stereo not drawn)
→ -16.4	1.3
#79 CC(=O)N1CCC(N2CCN(c3ccccc3F)CC2)CC1
→ -0.2	-4.2
#88 CC12CCC(c3nnc(SCC(=O)Nc4cccc(C(F)(F)F)c4)nc31)C2(C)C (stereo not drawn)
→ -1.0	-10.6
#89 O=C(c1cnccn1)N1CCCC(c2nc(-c3ccc(F)cc3)n[nH]2)C1 (stereo not drawn)
→ -0.5	3.9

Bioassay records deposited in PubChem BioAssay by University of Kansas High Throughput Screening Laboratory.
